# Assay outcomes (PubChem)
# PAD4 FP inh: inhibitors of human PAD4 | Q9UM07 | hit rate 0.41% among 330,000 | AID 485272 | recombinant PAD4, RCA probe fluorescence polarization | inhibition, % at 6.36 µM;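 active = percent inhibition above a cutoff equal to the mean of all tested compounds plus 3 SD, cut at about 15% in these data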;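 also: 0% = PAD4 with RCA probe and DMSO and 100% = probe without PAD4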
# PME-1 primary: PME-1 (human) inhibition | Q9Y570 | recombinant PME-1, FP-Rh probe fluorescence polarization | inhibition, % at 5.9 µM | hit rate 0.53% among 320,000 | AID 2130;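 active = inhibition above the campaign mean of all compounds plus 3 SD, cut at about 26% in these data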;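 also: competitive labeling of PME-1 active site by serine hydrolase directed probe; 0% = PME-1 with DMSO and 100% = wells lacking PME-1 enzyme; inhibitors block probe labeling so polarization falls and inhibition rises; many of its hits are not listed in these tables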
# pPAFAH inh: inhibitors of human plasma PAF acetylhydrolase (pPAFAH); Q13093; recombinant pPAFAH, FP-rhodamine probe fluorescence polarization; inhibition, % at 3.39 µM; hit rate 1.5% among 330,000; AID 463082;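 active = inhibition above the mean inhibition across the screen plus 3 SD, cut at about 25% in these data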;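 also: inhibitors block binding of the rhodamine activity-based probe so polarization drops; 0% = enzyme with DMSO and 100% = wells lacking pPAFAH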
# GSTO1 inh: GSTO1 inhibition, counter-screen for RBBP9 inhibitors; P78417; recombinant GSTO1, activity-based probe fluorescence polarization; inhibition, % at 5.96 µM; hit rate 1.1% among 300,000; AID 1974;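 active = inhibition above the campaign mean inhibition plus 3 SD, cut at about 35% in these data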;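 also: 0% = GSTO1-1 with DMSO and 100% = wells lacking GSTO1-1 enzyme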
# Target sequence (P78417 whole entry, looked up): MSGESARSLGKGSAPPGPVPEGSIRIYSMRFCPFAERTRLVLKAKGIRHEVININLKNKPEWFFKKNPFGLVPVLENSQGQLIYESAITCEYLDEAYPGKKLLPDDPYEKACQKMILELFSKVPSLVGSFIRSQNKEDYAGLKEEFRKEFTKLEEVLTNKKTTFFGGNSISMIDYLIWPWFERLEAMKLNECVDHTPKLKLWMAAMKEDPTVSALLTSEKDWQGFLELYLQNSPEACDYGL
# PAFAH1B2 inh: blocks human PAF acetylhydrolase 1b catalytic subunit 2; hit rate 1.2% among 340,000; recombinant PAFAH1B2, FP-rhodamine activity probe, fluorescence polarization; inhibition, % at 3.39 µM; P68402;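 active = inhibition above the mean of all tested compounds plus 3 SD, cut at about 24% in these data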;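 also: 0% = enzyme with DMSO and 100% = wells lacking PAFAH1B2; many of its hits are not listed in these tables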
# Target sequence (P68402 whole entry, looked up): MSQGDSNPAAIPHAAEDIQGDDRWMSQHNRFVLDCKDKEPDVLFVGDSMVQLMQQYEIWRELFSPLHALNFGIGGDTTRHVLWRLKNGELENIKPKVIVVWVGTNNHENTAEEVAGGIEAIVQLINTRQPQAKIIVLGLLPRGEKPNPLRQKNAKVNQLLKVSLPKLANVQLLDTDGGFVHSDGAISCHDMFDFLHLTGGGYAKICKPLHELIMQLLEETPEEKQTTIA
# PAFAH2 inh: PAFAH2 (human) inhibition. inhibition, % at 3.39 µM. Q99487. hit rate 0.99% among 340,000. AID 492956. recombinant PAFAH2, FP-rhodamine activity probe, fluorescence polarization;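 active = inhibition above the mean over all tested compounds plus 3 SD, cut at about 30% in these data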;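 also: inhibitors block probe labeling of enzyme so polarization drops; 0% = enzyme with DMSO and 100% = wells lacking PAFAH2 protein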
# LYPLA2 counter: blocks human lysophospholipase 2, a PME1 counter-screen | O95372 | recombinant LYPLA2, FP-Rh probe fluorescence polarization | inhibition, % at 5.9 µM | hit rate 0.38% among 320,000 | AID 2177;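 active = inhibition above the screen-wide mean plus 3 SD, limit set per campaign, cut at about 26% in these data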;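 also: 0% = LYPLA2 with DMSO and 100% = wells lacking LYPLA2 enzyme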
# LYPLA1 inh: blocks human lysophospholipase 1, a PME1 counter-screen. hit rate 0.16% among 320,000. O75608. AID 2174. inhibition, % at 5.9 µM. recombinant LYPLA1, FP-Rh probe fluorescence polarization;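 active = inhibition above the mean of all tested compounds plus 3 SD, set per campaign, cut at about 14% in these data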;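 also: inhibitors block serine hydrolase probe labeling of LYPLA1 so polarization falls; 0% = enzyme with DMSO and 100% = wells lacking LYPLA1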
# Target sequence (O75608 whole entry, looked up): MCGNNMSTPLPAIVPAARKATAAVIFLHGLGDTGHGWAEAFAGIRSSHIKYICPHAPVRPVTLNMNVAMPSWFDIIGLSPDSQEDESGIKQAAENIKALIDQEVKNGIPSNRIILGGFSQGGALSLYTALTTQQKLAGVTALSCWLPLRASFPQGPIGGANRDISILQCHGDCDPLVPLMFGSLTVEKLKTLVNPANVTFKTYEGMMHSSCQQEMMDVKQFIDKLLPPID
# PAFAH1B3 FP inh: inhibitors of human PAFAH1B3; Q15102; recombinant PAFAH1B3, FP-rhodamine probe, fluorescence polarization; inhibition, % at 3.39 µM; hit rate 0.28% among 340,000;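 active = inhibition above the screen-wide average of all tested compounds plus 3 SD, cut at about 25% in these data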;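 also: 0% = enzyme with DMSO only and 100% = wells lacking PAFAH1B3 protein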
# Target sequence (Q15102 whole entry, looked up): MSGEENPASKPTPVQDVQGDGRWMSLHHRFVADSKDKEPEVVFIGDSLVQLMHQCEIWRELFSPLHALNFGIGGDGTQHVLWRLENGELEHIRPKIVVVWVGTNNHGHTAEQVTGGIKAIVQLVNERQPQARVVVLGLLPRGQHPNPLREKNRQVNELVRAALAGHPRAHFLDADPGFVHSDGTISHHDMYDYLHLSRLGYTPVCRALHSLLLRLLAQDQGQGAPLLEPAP
# * marks the source's active call; other numbers are inactive results; . = not tested or not shown; & = joins results of further samples. The list is partial; the hit share may differ from the screen's.
SMILES,PAD4 FP inh,PME-1 primary,pPAFAH inh,GSTO1 inh,PAFAH1B2 inh,PAFAH2 inh,LYPLA2 counter,LYPLA1 inh,PAFAH1B3 FP inh
CC(O)[C@@]1(O)CC[C@H]2[C@@H]3CC[C@H]4C[C@@H](O)CC[C@]4(C)C3=CC[C@@]21C (some centres not stated),-1.8,0.8,4.4,3.9,-2.9,3.3,0.9,-2.9,5.3
O=C(CSc1nccn1-c1cccc(Cl)c1)NC1CCCC1,-1.4,-9.9,4.6,4.7,4.3,-0.7,6.4,0.5,-4.4
NC(=O)c1ccccc1OCCOCCOCCOc1ccccc1C(N)=O,0.8,4.2,3.3,-0.4,-1.0,1.9,1.1,-1.4,12.5
O=C(c1cc2cc(Cl)ccc2oc1=O)N1CCOCC1,3.6,-2.7,3.5,2.1,1.6,-6.2,4.9,3.7,3.4
O=C(Cc1ccc(Br)cc1)NCCc1ccc(F)cc1,0.0,1.9,-3.8,7.0,26.3*,-0.2,1.9,-4.4,-0.9
Cn1c(=O)[nH]c(=O)c2c1nc(NCCCn1ccnc1)n2Cc1cccc(Br)c1,7.6,3.6,3.4,-1.0,0.0,2.3,2.0,-0.4,7.1
Cc1ccc(-n2c(C)nc3oc4ccccc4c(=O)c3c2=O)cc1,0.9,-3.7,12.6,3.5,1.9,16.7,1.9,-1.6,9.8
CN(CC(=O)NC(=O)NCc1ccccc1)Cc1ccc(Cl)cc1,2.3,3.5,3.8,7.0,13.7,4.0,-3.1,-1.5,1.1
CCn1cc(CN2CCC(Oc3ccc(C(=O)N4CCCCC4)cc3)CC2)cn1,-3.4,7.8,7.0,-2.9,1.4,7.2,5.1,2.9,1.6
Cn1cc(Br)c(C(=O)Nc2c(F)c(F)c(F)c(F)c2F)n1,0.0,-2.2,0.7,-0.1,-1.8,3.2,2.6,0.3,2.9
COc1cccc(NC(=O)c2csc3c2CCCC3)c1,-2.5,-7.9,3.6,-5.2,2.7,5.5,-3.8,-4.3,-2.6
Cc1nc2cc(NC(=O)CCS(=O)(=O)c3ccccc3)ccc2s1,-1.4,0.1,6.0,1.9,-0.8,1.8,1.0,-1.9,-0.7
O=C(Nc1ccc(N2CCCC2)cc1)c1cccc(F)c1,-4.3,5.8,9.4,7.9,2.1,-1.4,2.4,-2.7,-5.5
Cc1ccc(C(=O)O)cc1NC(=O)c1cccs1,-2.3,4.3,-0.1,7.1,0.1,-3.2,-2.1,-0.9,9.2
CCc1cc2c3c([nH]c2cc1S(=O)(=O)NCCCOC)CC(C)(C)CC3=O,1.2,3.2,-0.5,-4.2,4.3,1.4,0.8,-0.4,-1.8

# Part of the list above with just pPAFAH inh, PAFAH2 inh and PME-1 primary:
Structure | pPAFAH inh | PAFAH2 inh | PME-1 primary
CCn1cc(CN2CCC(Oc3ccc(C(=O)N4CCCCC4)cc3)CC2)cn1 | 7.0 | 7.2 | 7.8
Cn1c(=O)[nH]c(=O)c2c1nc(NCCCn1ccnc1)n2Cc1cccc(Br)c1 | 3.4 | 2.3 | 3.6

# The list goes on.
SMILES,PAD4 FP inh,PME-1 primary,pPAFAH inh,GSTO1 inh,PAFAH1B2 inh,PAFAH2 inh,LYPLA2 counter,LYPLA1 inh,PAFAH1B3 FP inh
CNC(=O)c1nc[nH]c1C(=O)NC,-1.3,5.0,1.4,-2.6,-5.5,1.0,3.3,-3.1,9.8
COc1ccc(OC)c(NC(=O)CSc2ccc(-c3ccco3)nn2)c1,-0.1,0.4,10.1,8.4,4.4,1.6,1.0,2.3,6.9
CCC(=O)Nc1sc2c(c1C(N)=O)CCC2,4.2,4.2,-0.1,-1.1,9.0,-3.7,-3.4,2.6,-6.3
O=C(NCC1CCCO1)c1ccc2c(c1)N(Cc1ccccc1)CCS2 (configuration not stated),-1.2,-9.5,13.2,-0.7,-1.6,1.4,6.4,-0.5,6.8
Cc1cc2nnc(SCC(=O)NCc3cccs3)n2c(N)n1,-0.2,-6.7,-1.8,0.0,1.5,2.5,-3.5,-1.7,5.9
Cc1cc(C(F)(F)F)nn1CC(=O)NNC(=S)NCC(C)C,0.2,-2.9,1.8,-3.0,-1.7,-1.4,-3.5,-3.3,-7.8
O=S(=O)(c1cccc2nsnc12)N1CCN(c2ccccc2F)CC1,1.1,0.9,4.7,7.6,-0.9,4.5,-1.0,-2.3,6.6
C(CNC1C2CC3CC(C2)CC1C3)CN1CCOCC1 (configuration not stated),2.2,3.2,0.1,2.1,4.5,3.2,4.5,5.7,-0.4
O=C(COC(=O)c1ccc(F)c(S(=O)(=O)N2CCOCC2)c1)NC1CC1,-0.1,-3.0,-2.9,.,2.6,26.9,3.0,3.8,-1.3
CS(=O)(=O)N(CC(=O)NCCSC1CCCCC1)c1ccc2c(c1)OCO2,3.9,2.9,3.5,2.4,4.0,4.0,9.0,2.8,8.2
CC(C)NC(=S)N1CCN(C(c2ccccc2)c2ccccc2)CC1,-0.4,2.8,1.4,0.4,1.7,2.8,5.9,0.4,1.5
CCOC(=O)c1cnn(-c2cc(C)cc(C)c2)c1N,5.5,0.2,3.2,-3.3,0.4,13.5,4.6,-0.5,3.6
CN(CC(=O)Nc1ccc(Cl)c(C(F)(F)F)c1)C(=O)c1ccc(OCC2CCCO2)cc1 (configuration not stated),1.9,-6.7,4.9,-3.7,-1.1,-3.8,-4.1,-7.2,1.5
CN(C)S(=O)(=O)c1ccc(C(=O)NCC(c2cccs2)N2CCOCC2)cc1 (configuration not stated),-3.7,-3.9,-7.7,-4.0,-3.9,-0.4,-10.2,-4.4,4.7
Cc1ccc(C(=O)OCC(=O)N2CC(C)OC(C)C2)cc1 (configuration not stated),4.5,0.3,-0.7,7.6,1.1,1.6,-2.8,-1.6,-4.0
Nn1c(SCC(=O)NC2CCCCC2)nnc1-c1ccccc1,1.0,-1.7,4.8,-0.1,-1.7,4.3,-4.2,-2.9,-2.3
O=C(Cn1nc(-c2ccccc2)c2ccccc2c1=O)NN1CCOCC1,6.0,0.2,-0.7,-2.8,-0.7,6.2,4.5,0.2,-0.2
CCSc1nc(N2CCCCC2)c2c(c1C#N)CCCC2,-2.9,-3.8,2.5,-3.1,5.6,1.4,-10.0,-1.8,4.1
COC(=O)c1ccc(/C=C2/SC(=S)N(CCCC(=O)Nc3ccccn3)C2=O)cc1,-10.9,-6.1,-3.3,3.1,-0.4,-2.4,7.3,3.3,-2.9
CC(C)(C)N(Cc1ccccc1)C(=O)COC(=O)Cn1cnc2ccccc2c1=O,-10.1,1.0,6.2,14.2,7.7,8.9,2.6,2.6,4.9
CC1(OC(=O)C2CCCC2)C(=O)C=C2C=C(c3ccsc3)N(CCc3c[nH]c4ccccc34)C=C2C1=O (configuration not stated),-17.0,4.3,15.2,15.2,6.5,2.9,7.3,0.9,-0.4
COC(=O)c1cc2nc(-c3ccc(C)cc3)cc(C(F)(F)F)n2n1,3.6,-2.6,-3.2,2.8,-1.7,1.9,3.1,-1.6,4.1
CCOc1cc(C)c(Cl)cc1S(=O)(=O)NC1CC(C)(C)NC(C)(C)C1,4.9,9.9,5.3,-0.9,0.9,-2.8,-5.6,-3.6,-3.2
COc1ccc(-c2csc(Nc3ccccc3)[n+]2Cc2ccccc2)cc1,5.4,-1.2,4.7,-5.2,5.6,14.8,5.6,5.1,1.5
O=C(CSC1=NC2(CCCCCC2)N=C1c1ccccc1)Nc1ccc2c(c1)OCCO2,2.6,-3.6,10.1,8.4,1.8,2.1,-6.2,-1.8,15.4
Cc1ccccc1OCC(=O)Nc1cccc(Cl)c1C,-4.3,-6.2,0.9,1.9,4.1,3.9,2.3,-0.3,9.4
Cc1c(Cl)cccc1NC(CC(=O)c1ccccc1)C(=O)O (configuration not stated),-2.4,3.7,2.7,4.4,0.9,-1.2,6.6,1.9,1.1
COc1ccc(-c2sc3ccc(N4CCOCC4)cc3c2C#CCCO)cc1,-2.2,.,22.2,.,8.4,9.2,.,.,12.1
COc1cc(C)c(CNc2cccc(C)c2)cc1C,-1.8,4.0,1.9,-10.6,0.6,1.2,0.4,-2.7,-1.3
C/C(=N\NC(=O)CSc1nc2nc(C)cc(C)n2n1)c1ccccc1,-1.0,-2.9,-0.1,1.5,2.1,-3.8,0.0,-1.1,11.9
Cc1ccc(OCCn2c(CCNC(=O)C(C)C)nc3ccccc32)cc1,-0.9,5.5,1.8,-5.7,-0.7,-0.2,-6.5,-8.8,2.8
O=C(NCCc1nc2ccccc2[nH]1)/C(=C/c1ccco1)NC(=O)c1ccccc1Br,-2.5,4.7,3.5,-1.3,2.8,-7.9,-3.6,-3.6,9.9
CCc1ccc(NC(=S)NNC(=O)c2ccccc2OC(F)F)cc1,2.8,1.5,5.8,-3.0,.,.,-0.6,1.3,.
COCCCNC(=O)C[C@H]1C[C@H](C(=O)N(C(C)C)C(C)C)[C@@]2(C)c3[nH]c4cc(CCC(=O)N(C)C)ccc4c3CCN2C1=O,-1.8,.,-2.4,.,1.7,-4.8,.,.,3.6
COc1ccc(C(=O)N2CCc3cc(OC)c(OC)cc3C2c2ccc(OC)c(OC)c2)cc1 (configuration not stated),-8.7,6.0,5.8,-3.0,-2.4,10.1,-3.5,2.5,2.6
COc1ccc([N+](=O)[O-])cc1NC(=O)CSc1ncccn1,3.5,0.0,2.0,-2.5,.,.,-0.9,-2.0,.
O=C(COC(=O)Cc1ccccc1F)Nc1cccc(F)c1,1.0,0.0,11.7,0.4,-2.0,9.4,1.7,-0.4,10.9
CCN(CC)C(=O)COc1ccc2c3c(c(=O)oc2c1C)CCCC3,-3.9,-6.2,6.6,-2.0,1.4,14.9,4.2,2.8,6.0
Cc1c(NC(=O)CSc2ncccn2)c(=O)n(-c2ccccc2)n1C,3.3,1.8,-15.4,-1.2,-0.6,0.6,-10.7,-6.2,6.8
Cc1ccc2c3c1C1(C(=O)N3C(C)(C)CC2C)C(C#N)=C(N)Oc2cc(O)ccc21 (configuration not stated),8.0,2.8,0.8,1.0,15.2,-3.5,3.1,-3.7,-7.5
Cc1cccc(NC(=S)Nc2ccc3cn[nH]c3c2)c1,-3.6,8.1,3.1,2.4,4.6,3.0,-7.1,-4.4,-2.1
COc1cccc(C(Nc2ccccn2)c2c(NC(=O)c3ccco3)sc(C)c2C)c1 (configuration not stated),0.5,3.9,6.5,-4.1,-3.5,-4.8,-7.6,-9.6,-2.4
N=C(N)c1ccccc1,-0.2&0.2,-2.2&-2.8,-2.2&1.7,5.6&4.8,-0.4&1.8,3.0&-5.1,7.0&-5.1,4.4&-6.3,9.2&0.0
Cc1ccc(C(c2sc3nc(C)nn3c2O)N2CCN(c3ccccc3)CC2)cc1 (configuration not stated),2.4,1.2,-0.6,9.0,3.1,-10.7,1.6,0.8,4.8
CC(C)(C)c1ccc(NC(=S)NCCc2ccccn2)cc1,2.6,-4.0,-2.3,16.7,10.1,7.1,-3.1,-1.9,12.2
Cc1cccc(NC(=O)c2ccc(-n3cncn3)c([N+](=O)[O-])c2)c1,-0.5,-0.3,-4.9,-3.5,8.1,0.7,-4.5,-0.3,7.6
CCn1c(C)nc2cc(C(=O)N3N=C(CCOC)CC3(O)C(F)(F)F)ccc21 (configuration not stated),-3.7,3.8,1.7,7.0,8.3,-2.4,-2.1,-1.4,12.0
O=C(C[C@@H]1C/C=C/CC[C@@H](Cc2ccc(F)cc2)C(=O)OCCNC1=O)N[C@H](CO)Cc1ccccc1,4.6,.,-2.3,.,9.7,-0.7,.,.,3.1
